eLon inh: inhibits E. coli Lon protease; P0A9M0; purified E. coli Lon protease, fluorescence polarization; inhibition, % at 7.94 µM; hit rate 0.42% among 360,000; in the data active means inhibition above about 13%, passing the limit was not always enough;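 further: 0% = enzyme with probe and DMSO and 100% = no enzyme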
MT1-MMP act inh: blocks activation of human MT1-MMP; P50281; HT1080 RFP-PRO-GFP cells, GFP/RFP ratio fluorescence, overnight; percent of plate control window, DMSO zero; GFP/RFP ratio change, % at 20 µM; hit rate 0.061% among 360,000; AID 651647;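 active means GFP/RFP ratio change of at least 30% with cell ATP level not reduced by more than half and red fluorescence within 50% of control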; further: strong numbers were not always called active
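Material: RFP-PRO-GFP reporter HT1080 cells. Dosing: single-point 20 µM compound, 1% DMSO. Controls: DMSO and RFP-L50D-GFP cell wells. Timing: cells overnight before dosing, compound overnight, 37 °C, 5% CO2. Measure: GFP/RFP fluorescence ratio.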
MsrA inhibitor: inhibits bovine methionine sulfoxide reductase A; AID 651718; hit rate 0.75% among 360,000; purified bovine MsrA, absorbance read-out; inhibition, % at 15.5 µM; in the data active means inhibition above about 4.5%;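 further: 0% = vehicle wells with enzyme and 100% = reference inhibitor wells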
Rin1-Abl PPI inh: blocks binding of human Rin1 to Abl; P00519+Q13671; hit rate 0.4% among 360,000; inhibition, % at 7.35 µM; TR-FRET Rin1/Abl binding, biochemical; in the data active means inhibition above about 5%, passing the limit was not always enough
bovine MsrA act: activates bovine MsrA enzyme; hit rate 0.3% among 360,000; AID 602163; purified bovine MsrA, absorbance read-out; activation, % at 10.6 µM; in the data active means activation above about 7.5%;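 further: 0% = vehicle and 100% = reference activator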
CendR NRP1 mod: NRP-1/CendR interaction modulation | O14786 | FAM-RPARPAR peptide binding to NRP-1, fluorescence polarization | inhibition, % at 25 µM | hit rate 0.85% among 360,000 | AID 602438;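 active means inhibition or corrected inhibition above about 18%, plus a signal ratio from 0.5 to 1.5, limit read from the data, passing the limit was not always enough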; further: strong numbers were not always called active
SKN-1 inh: blocks SKN-1 activity in C. elegans. inhibition, % at 21.8 µM. AID 624304. C. elegans VP596 Pgst-4::GFP/RFP ratio, acrylamide-induced, 24 h. hit rate 0.49% among 360,000;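 active means interference check ratio from 0.5 to 1.5 plus GFP to RFP signal ratio inhibition reaching or exceeding a fixed threshold, cut at about 30% in these data, passing the limit was not always enough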; further: some compounds called inactive have numbers as strong as hits
Neddylation inh: blocks human cullin neddylation; P61081+Q13564; TR-FRET cullin neddylation, biochemical; calls only at 25 µM; hit rate 0.58% among 360,000; AID 651699; in the data active means inhibition above about 36%
FAS TE block: blocks the thioesterase domain of human fatty acid synthase. inhibition, % at 15 µM. P49327. hit rate 0.67% among 360,000. recombinant FAS-TE, OMFH fluorogenic substrate, fluorescence endpoint;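 active means compounds whose normalised, plate-corrected inhibition of enzyme fluorescence in the single-dose primary screen is 50% or more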;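 further: 0% = DMSO with enzyme and 100% = substrate without enzyme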
* marks the source's active call; other numbers are inactive results; i = inactive; x = not tested or not shown.

Order of values – Neddylation inh, eLon inh, CendR NRP1 mod, Rin1-Abl PPI inh, bovine MsrA act, FAS TE block, SKN-1 inh, MT1-MMP act inh, MsrA inhibitor
1	O=C(CSc1nccn1-c1ccc(F)cc1)Nc1ccc2c(c1)OCO2
→ i, -4, 4, 1, -6, 2, 17, 0, -1.2
2	CCCSc1nnc2[nH]c(=O)cc(N)n12
→ i, -8, 5, 1, 1, -4, 5, 3, -0.6
3	COc1ccc(CNC(=O)CCc2c(C)nc3cc(-c4ccccc4OC)nn3c2C)cc1
→ x, -4, -5, -5, -8, -2, -1, 1, 1.2
4	CCOC(=O)c1c(-c2ccc(C)o2)csc1NC(=O)CN1CCN(CC)CC1
→ i, -4, 1, 1, -1, -7, 19, 3, 0.3
5	CC(C)(C)n1nnnc1C(c1cccs1)N1CCN(C/C=C/c2ccccc2)CC1 (centres undefined)
→ i, -10, 5, 3, -10, 8, 6, x, -1.1
6	COc1ccc(CCC(=O)Nc2ccc(Cl)c(S(=O)(=O)N3CCCC3)c2)cc1
→ i, 7, 5, -1, -9, 7, -7, -3, 0.4
7	Cc1ccc(NC2=CC(=O)CCC2)cc1C
→ i, 7, 46*, -5, 3, -4, -2, -8, 1.8
8	Cc1c(NC(=O)C(C)n2cc([N+](=O)[O-])cn2)c(=O)n(-c2ccccc2)n1C (centres undefined)
→ i, -7, -13, -2, -2, -4, -9, -11, 0.2
9	COc1ccc(OC)c(NC(=O)CSc2nnc(CNC(=O)c3cccs3)o2)c1
→ i, 3, -1, 2, 1, -6, -10, -5, 0.6
10	CNC(C)C#Cc1c(-c2cc(OC)c(OC)c(OC)c2)noc1C (centres undefined)
→ i, 0, 2, 3, -2, -11, 4, -1, -0.6

An excerpt of these results, field by field.
5) CC(C)(C)n1nnnc1C(c1cccs1)N1CCN(C/C=C/c2ccccc2)CC1 (centres undefined)
  Neddylation inh: i
  eLon inh: -10
  CendR NRP1 mod: 5
  Rin1-Abl PPI inh: 3
  bovine MsrA act: -10
  FAS TE block: 8
  SKN-1 inh: 6
  MT1-MMP act inh: x
  MsrA inhibitor: -1.1

6) COc1ccc(CCC(=O)Nc2ccc(Cl)c(S(=O)(=O)N3CCCC3)c2)cc1
  Neddylation inh: i
  eLon inh: 7
  CendR NRP1 mod: 5
  Rin1-Abl PPI inh: -1
  bovine MsrA act: -9
  FAS TE block: 7
  SKN-1 inh: -7
  MT1-MMP act inh: -3
  MsrA inhibitor: 0.4

Next section.
Order of values – Neddylation inh, eLon inh, CendR NRP1 mod, Rin1-Abl PPI inh, bovine MsrA act, FAS TE block, SKN-1 inh, MT1-MMP act inh, MsrA inhibitor
11	Cc1cccc(NC(=O)Nc2nnc([C@H]3C[C@H](O)[C@@H](CO)O3)s2)c1
→ i, -14, 1, -1, -3, -7, -2, -4, -0.2
12	O=C(Nc1ccc(N2CCCC2)cc1)c1cccc(-c2cc3ccccc3oc2=O)c1
→ i, -6, -10, 3, -11, 25, 6, -7, 2.2
13	Cc1ccc(NCc2ccc([N+](=O)[O-])s2)cc1
→ i, -8, -4, -2, 0, -2, 5, -1, 0.1
14	COc1ccc(-c2cc(NC(C)=O)c3ncc(-c4cc(OC)c(OC)c(OC)c4)n3c2)cn1
→ i, 2, -38, 2, -3, -2, 20, -5, 1.6
15	COc1ccc(/C(C)=N/NC(=O)c2cc(-c3cccnc3)nc3ccccc23)cc1
→ i, -2, 4, -1, -3, -4, 4, 1, 0.7
16	CN1CCN(c2ccc(C(=O)c3ccc(F)cc3)cc2)CC1
→ i, -4, -1, -2, -3, -9, -5, 1, 2.8
17	COc1ccc(-c2[nH]c(-c3ccccc3)nc2SCC(=O)NC2CCCC2)cc1
→ x, 7, 8, -2, -1, 8, -8, 2, -0.6
18	COCCn1c(SCC(=O)N2CC(C)OC(C)C2)nc2c([nH]c3ccccc32)c1=O (centres undefined)
→ i, -4, 15, -3, -2, 0, 7, 5, 0.3
19	CC1SCC(=O)N(CC(=O)NC2CCCCC2)C1=O (centres undefined)
→ i, 7, -2, -4, -8, -3, -7, 1, -1.7
20	OCCNCC(O)CN1c2ccccc2Sc2ccccc21 (centres undefined)
→ i, 9, -8, -2, -3, -4, 8, -4, -0.1
21	CC(=O)c1cc2c(cc1NC(=O)c1ccc(-n3nc(C)cc3C)cc1)OCO2
→ x, -2, 0, -4, 4, 2, -9, -2, 1.1
22	O=[N+]([O-])c1ccc(Nc2ccc(F)cc2)cc1
→ i, 3, 8, 1, -1, 18, 26, -2, 0.6
23	CCOC(=O)Cc1csc(NC(=O)Cc2ccc(C)cc2)n1
→ i, -1, -2, 6, -3, 0, 2, -2, -0.6
24	O=S1(=O)CCN(CCc2ccccc2)CC1
→ i, -1, 0, 3, -2, -6, 1, -1, -1.3
25	O=C(Nc1ccc(Cl)cn1)C1CCCN(c2ncnc3c2nc2n3CCCCC2)C1 (centres undefined)
→ i, 0, -9, 2, 0, 14, 1, -5, -0.6
26	C[C@H]1CN([C@@H](C)CO)C(=O)CCCn2cc(nn2)CO[C@@H]1CN(C)S(=O)(=O)c1cccc(C#N)c1
→ i, 0, -11, -1, 0, -3, 9, -1, -0.2
27	COc1ccc(-c2nc3oc4cc(OC)ccc4c(=O)c3c(=O)n2Cc2ccco2)cc1
→ i, -4, -17, -8, -1, 7, 1, 0, 2.2
28	Cc1c(Br)c([N+](=O)[O-])nn1CCCC(=O)Nc1sc2c(c1C#N)CCC2
→ i, -8, -18, -2, -3, 36, 10, -3, 0.6
29	CC(c1nccs1)N(C)C(=O)CCc1nnc(-c2ccc(-c3ccccc3)cc2)o1 (centres undefined)
→ i, 6, 3, -6, -7, -13, 0, 5, -0.1
30	Cc1cc(C)nc(NS(=O)(=O)c2ccc(NC(=O)c3ccccc3C)cc2)n1
→ i, -10, -13, 1, -3, -6, 5, -2, 0.4
31	CC1(C)CC(c2nc(-c3ccccc3)cs2)CCS1 (centres undefined)
→ i, -9, 4, 1, -3, 46, 33, -3, -0.7
32	c1ccc(NCc2cccnc2)cc1
→ i, -4, 1, 4, 1, -9, 0, 2, 0.1
33	CCN(c1ccc(OCC(=O)OCC(=O)Nc2ccc(F)c(F)c2F)cc1)S(=O)(=O)c1ccccc1
→ i, 16, 8, -2, -5, 3, 5, 0, x
34	COc1cccc(NC(=O)CNC(=O)[C@@H]2Cc3ccccc3CN2C(=O)OC(C)(C)C)c1
→ i, -2, 2, 0, 2, -3, 13, -5, -0.4
35	COCCn1c(C)cc(C(=O)CN2c3cccc4cccc(c34)S2(=O)=O)c1C
→ i, -14, -10, 2, -3, 8, 17, -1, 1.0
36	COc1ccccc1NC(=O)C(=O)NCCC1CCCCN1S(=O)(=O)c1ccccc1 (centres undefined)
→ i, -5, 1, 3, -2, 31, 14, 0, -0.5
37	CS(=O)(=O)c1ccc(C(=O)NCc2ccc(F)cc2)cc1
→ i, -6, -7, 0, 0, -6, 6, -1, -0.8
38	COc1cccc(CC(=O)OCC(=O)NNC(=O)c2ccc([N+](=O)[O-])cc2)c1
→ i, -1, 9, -4, -3, 4, 1, 1, 1.3
39	CC(C)(C)c1nn2cnnc2n(/N=C/c2cccc3ccccc23)c1=O
→ i, 6, 6, -7, -13, 2, 4, -5, 1.2
40	C[C@H](NC(=O)OC(C)(C)C)C(=O)NCC1CCC(C(=O)N[C@@H](Cc2ccccc2)C(=O)O)CC1 (some centres undefined)
→ i, 3, 6, 1, -3, -4, 18, 4, 0.9
41	CCOc1cc(C(=S)N2CCN(C)CC2)ccc1OCC(=O)N1CCOCC1
→ i, -3, 0, 1, -3, -4, 4, 5, 1.2
42	O=C(NCCc1cccs1)c1ccc(Cl)cc1
→ i, -1, 3, -4, -1, 1, 2, -2, 0.6
43	O=C(/C=C1\NCC2c3ccccc3CCN2C1=O)c1ccccc1 (centres undefined)
→ i, 1, -14, 2, -6, -3, 3, -5, -0.5
44	CCC1C(=O)N=C(SCC(=O)Nc2nc3ccccc3s2)NC1=O (centres undefined)
→ i, -7, 6, 3, -6, -10, 2, -1, 0.6
45	CCCCn1c(SCC(=O)NC2CCCC2)nc2ccccc2c1=O
→ i, 2, -3, -2, -4, -4, 6, -2, -1.5
46	COc1ccc(F)cc1S(=O)(=O)N1CCCC(C)C1 (centres undefined)
→ i, -7, -1, -2, -2, -6, 5, -1, -0.6
47	CCOC(=O)NC(Cc1c[nH]c2ccccc12)C(=O)NCCc1ccc(S(N)(=O)=O)cc1 (centres undefined)
→ i, 0, 5, 1, 3, -5, -2, 3, -0.3
48	CCN(C)C1CN(Cc2cn(CCCC(=O)OC)nn2)S(=O)(=O)C1 (centres undefined)
→ i, -2, 6, x, -1, -12, 17, 1, -1.2
49	CCCc1nc2oc3c(NCC(C)O)ncnc3c2c2c1CCCC2 (centres undefined)
→ x, -8, -6, -3, -2, 1, 4, 3, 0.6
50	Nc1ccc(CNc2ncn[nH]2)cc1
→ i, -5, -1, 2, -6, -8, 4, -4, 0.1
51	Oc1ccc(Br)cc1-c1n[nH]c(=S)n1Cc1ccccc1
→ i, 4, 13, -1, -5, 3, -4, 0, 2.2
52	Cc1cccn2c(=O)c3cc(C(=O)O)n(C)c3nc12
→ x, 10, 2, 2, -12, -9, 6, -6, 4.0
53	COc1ccc(C)c2sc(N(CCN(C)C)C(=O)c3cccc(N4C(=O)CCC4=O)c3)nc12
→ i, -4, 1, 1, -1, -8, 16, 4, 0.6
54	CCn1c(COC(=O)CNC(=O)c2ccccc2F)nc2cc(S(=O)(=O)N(C)C)ccc21
→ i, -3, 6, 0, -7, -5, -7, 2, -1.9
55	CCN(CC)C(=O)N1CCn2c(nc3ccccc32)C1
→ i, 1, 10, 2, -8, -10, -5, -2, -1.1
56	O=C(COC(=O)c1ccccc1Cc1ccccc1)Nc1ccc(SC(F)F)cc1
→ i, -6, -1, -2, -3, 28, 8, 4, 1.9
57	COc1ccccc1NC(=O)/C(C#N)=C/c1cccnc1
→ i, -4, -4, 0, -3, -2, -8, -4, -0.5
58	Cc1ccc(S(=O)(=O)N2CCCCC2)cc1NC(=O)C1CCCO1 (centres undefined)
→ i, 0, 9, 0, -3, -7, 7, 0, -0.7
59	O=C(Cn1cc([N+](=O)[O-])cn1)N1CCc2ccccc2C1
→ i, -12, -6, -3, -2, 56*, 23, -3, -1.4
60	OC(c1ccccc1)(c1ccccc1)C1CCN(C(=S)Nc2ccc(F)cc2)CC1
→ i, 5, 10, 5, -7, 14, -2, -5, 2.6

Carrying on:
Order of values – Neddylation inh, eLon inh, CendR NRP1 mod, Rin1-Abl PPI inh, bovine MsrA act, FAS TE block, SKN-1 inh, MT1-MMP act inh, MsrA inhibitor
61	Cc1cc(C(=O)NNC(=S)NCC(C)C)cs1
→ i, 4, 1, 2, -7, -17, -2, -1, -0.9
62	CC(=O)N/C(=N\c1nc(C)cc(C)n1)Nc1ccc(Cl)cc1Cl
→ i, 2, 2, 0, -2, 0, 9, -8, 0.6
63	Cc1ccc2c(c1)c1cccc3c1n2CCN3CCC(N)=O
→ x, -29, -54, -2, -1, 5, -11, -4, x
64	CCN(C(=O)CN1CCN(Cc2ccccc2)CC1)c1c(N)n(Cc2ccccc2)c(=O)[nH]c1=O
→ i, 5, 6, 1, -8, -5, 6, -3, 1.0
65	O=C(COc1ccccc1)Nc1ccc2[nH]c(=O)[nH]c2c1
→ i, -7, -5, -4, -1, -2, 9, 1, -1.1
66	COC(=O)c1cc2ccccc2n1S(=O)(=O)c1ccccc1
→ i, 6, -19, 0, -5, 11, 11, -7, -0.2
67	CC1(C)C(=O)C2(CCCCC2)C(=O)OC1c1cccs1 (centres undefined)
→ i, -6, -10, -3, -2, 10, 3, 1, 1.1

Screening data as filed in PubChem BioAssay.
